From PubChem
PLAP inhibition: PLAP enzyme inhibitors, biochemical, luminescence, HTS (AID 690); inhibition, % at 20 µM; hits with a dose series show IC50 in µM; purified PLAP, luminescent substrate; higher % means a stronger effect; 0.08% of 96,000 active; in the data active = a potency from the dose series; inactive = the rest, 99 in 100 with inhibition below about 30%; note: strong numbers were not always called active
IL1B NFkB pot: enhances IL-1B driven NFkB nuclear translocation; HUVEC IL-1B NFkB p65 nuclear translocation imaging; activation, % at 2 µM; 0.3% of 94,000 active;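 active = activation above 40%, about the mean plus 3 SD, also judged a hit on visual image review; inconclusive = activation above 40% but not a hit on visual review; inactive = activation not above 40% and no visual hit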;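 note: percent activation is computed from the nuclear over cytoplasmic p65 intensity ratio; values of inactives mirror those of a sister screen read the other way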
NFkB transloc inh: blocks IL-1B driven NFkB nuclear translocation in HUVEC cells; 0.43% of 94,000 active; AID 796; HUVEC IL-1B NFkB p65 nuclear translocation imaging; inhibition, % at 2 µM;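 active = inhibition above about 30% together with a positive call from visual inspection of the well image, limit read from the data; inconclusive = inhibition above a set limit but visual check negative; inactive = inhibition not above a set limit, visual check negative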;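 note: nuclear over cytoplasmic p65 intensity ratio measured by imaging; 0% = IL-1B stimulated DMSO wells and 100% = unstimulated DMSO wells; values of inactives mirror those of a sister screen read the other way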
Bcl-B displacement: displacers of TR3 peptide from Bcl-B, primary screen, selectivity assay for Bfl-1 inhibitor project, biochemical, fluorescence polarization. FP displacement of FITC-TR3 peptide from Bcl-B; higher % means a stronger effect. one-dose displacement, % at 20 µM; IC50 in µM for titrated hits. 0.11% of 96,000 active;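 active = displacement above 50% at 20 µM plus a fluorescence interference ratio under 1.5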;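 note: plate controls were wells without compound for no effect and wells lacking Bcl-B protein for full effect; a part of the inactive calls stands beside numbers as strong as those of hits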
MRP reversal: MRP-mediated drug resistance reversal. AID 602. differential viability (reversal), % at 10 µM. H69AR cells + 2 uM doxorubicin, CellTiter-Glo, 72 h. 0.04% of 85,000 active;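 active = viability drop by adding the cancer drug above about 55%, with treated viability meeting a 40% cutoff, limit read from the data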;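 note: viability without doxorubicin minus viability with 2 µM doxorubicin for each compound; larger differential means the compound sensitizes cells more to doxorubicin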
MRP reversal cytotoxicity: recorded beside MRP reversal, whose call it bears; viability, %; H69AR cells, CellTiter-Glo, 72 h; measured here: cytotoxicity without doxorubicin
MRP reversal with doxorubicin: further read-out of MRP reversal, marked with its call; viability, %; measured here: viability with 2 uM doxorubicin; stronger effect = lower value
NFkB transloc inh cell count 2 µM: recorded beside NFkB transloc inh, whose call it bears; cell count; measured here: cells passing quality filter;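 raw number of nuclei counted in each imaged well without normalization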
IL1B NFkB pot cell count 2 µM: recorded beside IL1B NFkB pot, whose call it bears; cell count; measured here: cells passing quality filter
* hit, by the source's call.

Start of the data: the first two entries (preview)
`O=c1c2c3c(sc2nc2n1N=C(c1cccs1)CS2)CCCC3` gave PLAP inhibition 13%, IL1B NFkB pot 30, NFkB transloc inh -30, Bcl-B displacement -100%, NFkB transloc inh cell count 2 µM 126 and IL1B NFkB pot cell count 2 µM 126.
COCCn1c(-c2ccco2)csc1=Nc1cccnc1 was read as PLAP inhibition -33%, IL1B NFkB pot 5, NFkB transloc inh -5, Bcl-B displacement 0%, NFkB transloc inh cell count 2 µM 136 and IL1B NFkB pot cell count 2 µM 136.

The whole of this part, from the first entry:
`O=c1c2c3c(sc2nc2n1N=C(c1cccs1)CS2)CCCC3` gave PLAP inhibition 13%, IL1B NFkB pot 30, NFkB transloc inh -30, Bcl-B displacement -100%, NFkB transloc inh cell count 2 µM 126 and IL1B NFkB pot cell count 2 µM 126.
COCCn1c(-c2ccco2)csc1=Nc1cccnc1 was read as PLAP inhibition -33%, IL1B NFkB pot 5, NFkB transloc inh -5, Bcl-B displacement 0%, NFkB transloc inh cell count 2 µM 136 and IL1B NFkB pot cell count 2 µM 136.
CCNC(=O)NC1(C(=O)Nc2ccc3c(c2)CCC3)CCCCC1 was read as PLAP inhibition -2%, IL1B NFkB pot -2, NFkB transloc inh 2, Bcl-B displacement -4%, MRP reversal 10, MRP reversal cytotoxicity 102, MRP reversal with doxorubicin 93, NFkB transloc inh cell count 2 µM 139 and IL1B NFkB pot cell count 2 µM 139.
Screening O=C(NCCCc1ccccc1)C1CCN(c2nnc(-n3cccc3)s2)CC1 returned PLAP inhibition -37%, IL1B NFkB pot 1, NFkB transloc inh -1, Bcl-B displacement 7%, MRP reversal 12, MRP reversal cytotoxicity 96, MRP reversal with doxorubicin 84, NFkB transloc inh cell count 2 µM 136 and IL1B NFkB pot cell count 2 µM 136.
`Cc1cc(C)cc(NC(=O)c2ccc(CNc3c(N4CCOCC4)c(=O)c3=O)cc2)c1` gave PLAP inhibition -36%, IL1B NFkB pot 1, NFkB transloc inh -1, Bcl-B displacement -16%, MRP reversal -1, MRP reversal cytotoxicity 91, MRP reversal with doxorubicin 92, NFkB transloc inh cell count 2 µM 190 and IL1B NFkB pot cell count 2 µM 190.
CC(C)CC(NS(=O)(=O)c1ccc2c(c1)oc(=O)n2C)C(=O)NC1CCCc2ccccc21 (configuration not stated) was read as PLAP inhibition 9%, IL1B NFkB pot 0, NFkB transloc inh 0, Bcl-B displacement 12%, MRP reversal 10, MRP reversal cytotoxicity 102, MRP reversal with doxorubicin 92, NFkB transloc inh cell count 2 µM 203 and IL1B NFkB pot cell count 2 µM 203.
For N#Cc1c(C(F)(F)F)cc(-c2cccs2)nc1SCc1cccnc1 the results were PLAP inhibition 8%, IL1B NFkB pot 10, NFkB transloc inh -10, Bcl-B displacement -9%, NFkB transloc inh cell count 2 µM 147 and IL1B NFkB pot cell count 2 µM 147.
CS(=O)(=O)N1CCN(C(=O)Cc2cccs2)CC1 was read as PLAP inhibition 0%, IL1B NFkB pot -4, NFkB transloc inh 4, Bcl-B displacement 1%, MRP reversal -11, MRP reversal cytotoxicity 90, MRP reversal with doxorubicin 101, NFkB transloc inh cell count 2 µM 123 and IL1B NFkB pot cell count 2 µM 123.
Screening Cc1cccc(C)c1NC(=O)C(NC=O)c1ccccc1Cl (configuration not stated) returned PLAP inhibition -9%, IL1B NFkB pot -5, NFkB transloc inh 5, Bcl-B displacement -5%, MRP reversal 20, MRP reversal cytotoxicity 107, MRP reversal with doxorubicin 87, NFkB transloc inh cell count 2 µM 153 and IL1B NFkB pot cell count 2 µM 153.
For Cc1cc(NC(=O)CC2CCCC2)n(-c2nc3ccccc3[nH]2)n1 the results were PLAP inhibition 5%, IL1B NFkB pot 4, NFkB transloc inh -4, Bcl-B displacement -4%, MRP reversal -25, MRP reversal cytotoxicity 29, MRP reversal with doxorubicin 54, NFkB transloc inh cell count 2 µM 132 and IL1B NFkB pot cell count 2 µM 132.
c1ccc(C2CC(c3cccs3)n3nnnc3N2)cc1 (configuration not stated) was read as PLAP inhibition 19%, IL1B NFkB pot 25, NFkB transloc inh -22, Bcl-B displacement -1%, NFkB transloc inh cell count 2 µM 93 and IL1B NFkB pot cell count 2 µM 93.
Cn1cnnc1SCc1nc(N)nc(Nc2ccccc2)n1 was read as PLAP inhibition 16%, IL1B NFkB pot -6, NFkB transloc inh 6, Bcl-B displacement 4%, MRP reversal -13, MRP reversal cytotoxicity 93, MRP reversal with doxorubicin 105, NFkB transloc inh cell count 2 µM 172 and IL1B NFkB pot cell count 2 µM 172.
CCOc1ccccc1/C=N/Nc1ccccc1[N+](=O)[O-] was read as PLAP inhibition 7%, IL1B NFkB pot -3, NFkB transloc inh 3, Bcl-B displacement -9%, NFkB transloc inh cell count 2 µM 159 and IL1B NFkB pot cell count 2 µM 159.
`COC(=O)C1CSc2[nH]c(=O)sc2C1c1ccccc1` (configuration not stated) gave PLAP inhibition -31%, IL1B NFkB pot 31, NFkB transloc inh -31, Bcl-B displacement 114%, NFkB transloc inh cell count 2 µM 172 and IL1B NFkB pot cell count 2 µM 172.
Cc1cc(/C=C(\C#N)C(=O)Nc2ccc(F)cc2)c(C)n1-c1ccc(N2CCOCC2)c([N+](=O)[O-])c1 was read as PLAP inhibition -26%, IL1B NFkB pot 10, NFkB transloc inh -10, Bcl-B displacement -12%, NFkB transloc inh cell count 2 µM 160 and IL1B NFkB pot cell count 2 µM 160.
`O=C(/C=C/c1cc([N+](=O)[O-])ccc1OC(F)F)NCc1ccc(F)cc1` gave PLAP inhibition 30%, IL1B NFkB pot -15, NFkB transloc inh 15, Bcl-B displacement -1%, NFkB transloc inh cell count 2 µM 145 and IL1B NFkB pot cell count 2 µM 145.
For CS(=O)(=O)N1N=C(c2ccccc2)CC1c1cccs1 (configuration not stated) the results were PLAP inhibition 11%, IL1B NFkB pot -9, NFkB transloc inh 8, Bcl-B displacement 6%, MRP reversal 4, MRP reversal cytotoxicity 87, MRP reversal with doxorubicin 83, NFkB transloc inh cell count 2 µM 166 and IL1B NFkB pot cell count 2 µM 166.
For c1nc(NCC2(N3CCOCC3)CCCCC2)c2ccsc2n1 the results were IL1B NFkB pot 27, NFkB transloc inh -27, MRP reversal 4, MRP reversal cytotoxicity 85, MRP reversal with doxorubicin 81, NFkB transloc inh cell count 2 µM 138 and IL1B NFkB pot cell count 2 µM 138.
COc1ccc(OC)c(N=c2ssnc2Cl)c1 was read as PLAP inhibition -1%, IL1B NFkB pot -6, NFkB transloc inh 6, Bcl-B displacement 2%, NFkB transloc inh cell count 2 µM 148 and IL1B NFkB pot cell count 2 µM 148.
Screening CC(C)(C)C1CCC2(CC1)SCC(=O)N2c1ccccc1 (configuration not stated) returned PLAP inhibition -16%, IL1B NFkB pot 9, NFkB transloc inh -9, Bcl-B displacement 3%, MRP reversal 1, MRP reversal cytotoxicity 97, MRP reversal with doxorubicin 96, NFkB transloc inh cell count 2 µM 55 and IL1B NFkB pot cell count 2 µM 55.
For COc1ccc(C(=O)c2ccccc2)c2c(O)ccc(C(=O)c3ccccc3)c12 the results were PLAP inhibition -17%, IL1B NFkB pot 0, NFkB transloc inh 0, Bcl-B displacement -11%, MRP reversal 1, MRP reversal cytotoxicity 91, MRP reversal with doxorubicin 90, NFkB transloc inh cell count 2 µM 161 and IL1B NFkB pot cell count 2 µM 161.
COCCNS(=O)(=O)c1ccc2c(c1)n(C)c(=O)n2C was read as PLAP inhibition -8%, IL1B NFkB pot 26, NFkB transloc inh -26, Bcl-B displacement 2%, MRP reversal 12, MRP reversal cytotoxicity 95, MRP reversal with doxorubicin 83, NFkB transloc inh cell count 2 µM 187 and IL1B NFkB pot cell count 2 µM 187.
Screening Nn1c(SCC(=O)Nc2ccc(F)cc2)nnc1C1CCCCC1 returned PLAP inhibition 28%, IL1B NFkB pot 29, NFkB transloc inh -29, Bcl-B displacement -10%, MRP reversal 3, MRP reversal cytotoxicity 87, MRP reversal with doxorubicin 84, NFkB transloc inh cell count 2 µM 118 and IL1B NFkB pot cell count 2 µM 118.
`O=C(NCc1cccc(Cl)c1)c1ccc2c(c1)OCO2` gave PLAP inhibition 9%, IL1B NFkB pot 26, NFkB transloc inh -26, Bcl-B displacement 0%, MRP reversal 24, MRP reversal cytotoxicity 100, MRP reversal with doxorubicin 76, NFkB transloc inh cell count 2 µM 128 and IL1B NFkB pot cell count 2 µM 128.
Screening O=C(N1CCCC1)n1c(Cc2ccccc2)nc2ccccc21 returned PLAP inhibition 16%, IL1B NFkB pot inconclusive, NFkB transloc inh -46, Bcl-B displacement -3%, MRP reversal 18, MRP reversal cytotoxicity 109, MRP reversal with doxorubicin 91 and NFkB transloc inh cell count 2 µM 138.
COC(=O)c1c(C)cc(OC(C)=O)c(C)c1OC(C)=O was read as PLAP inhibition -3%, IL1B NFkB pot -1, NFkB transloc inh 1, Bcl-B displacement 5%, MRP reversal -25, MRP reversal cytotoxicity 91, MRP reversal with doxorubicin 115, NFkB transloc inh cell count 2 µM 87 and IL1B NFkB pot cell count 2 µM 87.
CCc1nc(N2CCCC(C)C2)c2oc3ccccc3c2n1 (configuration not stated) was read as PLAP inhibition -26%, IL1B NFkB pot 21, NFkB transloc inh -21, Bcl-B displacement -28%, MRP reversal -30, MRP reversal cytotoxicity 47, MRP reversal with doxorubicin 77, NFkB transloc inh cell count 2 µM 178 and IL1B NFkB pot cell count 2 µM 178.
`CCOc1ccccc1NC(=O)CN(c1nccs1)S(=O)(=O)c1ccc(N)cc1` gave PLAP inhibition -9%, IL1B NFkB pot 0, NFkB transloc inh 0, Bcl-B displacement -5%, MRP reversal 10, MRP reversal cytotoxicity 102, MRP reversal with doxorubicin 92, NFkB transloc inh cell count 2 µM 85 and IL1B NFkB pot cell count 2 µM 85.
For Cc1ccc2nc(C(F)OC(F)(F)F)[nH]c2c1 (configuration not stated) the results were PLAP inhibition -20%, IL1B NFkB pot 18, NFkB transloc inh -18, Bcl-B displacement -8%, MRP reversal 8, MRP reversal cytotoxicity 96, MRP reversal with doxorubicin 88, NFkB transloc inh cell count 2 µM 92 and IL1B NFkB pot cell count 2 µM 92.
Screening Cc1ccc(S(=O)(=O)N2CCOCC2)cc1C(=O)NCc1cn2ccsc2n1 returned PLAP inhibition 2%, IL1B NFkB pot 1, NFkB transloc inh -1, Bcl-B displacement -12%, MRP reversal 5, MRP reversal cytotoxicity 91, MRP reversal with doxorubicin 87, NFkB transloc inh cell count 2 µM 171 and IL1B NFkB pot cell count 2 µM 171.
Screening CCc1ccc(CCC(=O)Nc2ccccc2C(=O)O)o1 returned PLAP inhibition -21%, IL1B NFkB pot 7, NFkB transloc inh -6, Bcl-B displacement -7%, MRP reversal 13, MRP reversal cytotoxicity 92, MRP reversal with doxorubicin 79, NFkB transloc inh cell count 2 µM 152 and IL1B NFkB pot cell count 2 µM 152.
O=C(Nc1nc(-c2ccccc2)cs1)c1cccnc1 was read as PLAP inhibition 25%, IL1B NFkB pot 11, NFkB transloc inh -12, Bcl-B displacement 1%, MRP reversal 8, MRP reversal cytotoxicity 90, MRP reversal with doxorubicin 82, NFkB transloc inh cell count 2 µM 146 and IL1B NFkB pot cell count 2 µM 146.
Cc1ccc(C(=O)Oc2ccc(C(=O)COC(=O)C3CC(=O)N(Cc4ccco4)C3)cc2)cc1 (configuration not stated) was read as IL1B NFkB pot 7, NFkB transloc inh -7, MRP reversal -16, MRP reversal cytotoxicity 83, MRP reversal with doxorubicin 99, NFkB transloc inh cell count 2 µM 139 and IL1B NFkB pot cell count 2 µM 139.
For COc1cccc2sc(NC(=O)c3ccc(S(=O)(=O)N4CCOCC4)cc3)nc12 the results were PLAP inhibition 0%, IL1B NFkB pot 2, NFkB transloc inh -2, Bcl-B displacement -12%, MRP reversal 1, MRP reversal cytotoxicity 69, MRP reversal with doxorubicin 68, NFkB transloc inh cell count 2 µM 143 and IL1B NFkB pot cell count 2 µM 143.

This is a subset, so the mix of outcomes need not match the whole.
